# Screens as filed in PubChem BioAssay.
# NR1D1 modulator = modulators of Rev-erb alpha DNA binding, primary screen, biochemical, FITC-DNA, fluorescence polarization, uHTS; Rev-erbα–FITC-DNA binding, 90 min; activity, % at 10 µM; actives 0.79% (n = 370,000);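 active = activity above about 14%, limit read from the data; passing the limit was not always enough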;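 also: 0% = DMSO wells with 35 nM protein and 100% = DMSO wells with 750 nM protein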
# PG9 Ab binder = binders of HIV-1 gp120 antibody PG9, primary screen, biochemical, TR-FRET; HIV-1 gp120 / PG9 antibody interaction; TR-FRET gp120-PG9 antibody binding; inhibition, % at 6.7 µM; actives 0.43% (n = 360,000); in the data active = inhibition above about 8.5%
# PLCb3 inh = human PLC-beta3 inhibitors, primary screen, biochemical, fluorescence. Purified PLC-beta3, fluorogenic substrate. inhibition, % at 12.2 µM. actives 0.18% (n = 370,000). AID 720704, 2013; in the data active = inhibition above about 11%;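 also: 0% = median of compound wells on plate and 100% = full blocker control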
# DAX1 inh-1 = DAX1 (NR0B1) inhibitors, primary screen, cell-based, HEK293, Gal4-DAX1, luciferase luminescence. Nuclear receptor subfamily 0 group B member 1 (Homo sapiens), P51843. HEK293 Gal4-DAX1 luciferase reporter. inhibition, % at 6.75 µM. actives 0.99% (n = 340,000). AID 504766, 2011;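 active = inhibition above the mean over all tested compounds plus 3 SD, cut at about 4.2% in these data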;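 also: 0% = DAX1-transfected cells with DMSO and 100% = empty-vector control cells with DMSO; inhibition shows as a rise in luminescence from relieved DAX1 repression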
# Target sequence (P51843 207-470 limits assumed): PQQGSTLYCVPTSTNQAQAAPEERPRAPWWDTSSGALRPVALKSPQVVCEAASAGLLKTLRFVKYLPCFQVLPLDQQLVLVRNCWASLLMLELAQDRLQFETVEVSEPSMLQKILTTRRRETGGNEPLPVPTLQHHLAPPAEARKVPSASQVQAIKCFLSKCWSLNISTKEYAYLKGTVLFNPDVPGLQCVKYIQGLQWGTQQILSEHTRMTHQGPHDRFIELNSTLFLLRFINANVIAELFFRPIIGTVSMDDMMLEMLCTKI
# FXN GAA850 act = FXN promoter activators, primary screen, cell-based, luciferase luminescence, HEK293 lucGAA850; activation, % at 6 µM; actives 0.56% (n = 360,000); AID 540364, 2011; HEK293 lucGAA850 FXN promoter luciferase reporter, 24 h; percent of 10 µM SAHA response;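 active = activation above the average of all compounds screened plus 3 SD, cutoff fixed separately per campaign, cut at about 7.5% in these data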;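 also: 0% = DMSO wells and 100% = 10 µM SAHA wells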
# SMARCA2 act = SMARCA2 (BRM) function activators, primary screen, cell-based, luminescence, high throughput; MG213 cells, MMTV-luciferase reporter, dexamethasone, overnight; actives 1% (n = 370,000); activation, % at 9.1 µM; in the data active = activation above about 7.8%;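 also: 0% = vehicle wells and 100% = reference activator wells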
# ssDAF12 agonist = S. stercoralis DAF-12 nuclear receptor activators, primary screen, cell-based, luminescence, HEK293, GRIP1 co-expression, lit1-tk-luc; Nuclear hormone receptor DAF-12 (Strongyloides stercoralis); HEK293 ssDAF-12/GRIP1 lit1-tk-luc reporter; % of 3 µM dafachronic acid response; activation, % at 6.8 µM; actives 1% (n = 370,000);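 active = activation above the mean over all tested compounds plus 3 SD, cut at about 0.9% in these data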;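 also: 0% = DMSO-only wells and 100% = 3 µM delta7-dafachronic acid wells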
# hgDAF-12 ag = H. glycines DAF-12 receptor agonists, primary screen, cell-based, luminescence, HEK293, GAL4 fusion, UAS-luciferase | Nuclear hormone receptor DAF-12 (Heterodera glycines), GAL4 fusion | HEK293 GAL4-hgDAF12 UAS-luciferase reporter, agonist luminescence; normalized to butyrate control | activation, % at 6.8 µM | actives 1.8% (n = 370,000) | AID 687014, 2013;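 active = activation above a cutoff set at the mean of all screened compounds plus 3 SD, cut at about 10% in these data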;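 also: 0% = DMSO wells and 100% = sodium butyrate wells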
# HGIII-sPLA2 inh = human group III sPLA2 inhibitors, primary screen, biochemical, QFRET, BODIPY PC-A2 liposome substrate | Group 3 secretory phospholipase A2 (Homo sapiens), Q9NZ20 | QFRET BODIPY PC-A2 liposome hydrolysis, fluorescence | inhibition, % at 12.2 µM | actives 0.56% (n = 370,000) | AID 743126, 2013;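 active = inhibition above mean plus 3 SD of compounds lying within the high and low control bounds, cut at about 19% in these data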;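 also: 0% = median of test compound wells and 100% = no enzyme DMSO wells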
# Target sequence (Q9NZ20 whole entry, looked up): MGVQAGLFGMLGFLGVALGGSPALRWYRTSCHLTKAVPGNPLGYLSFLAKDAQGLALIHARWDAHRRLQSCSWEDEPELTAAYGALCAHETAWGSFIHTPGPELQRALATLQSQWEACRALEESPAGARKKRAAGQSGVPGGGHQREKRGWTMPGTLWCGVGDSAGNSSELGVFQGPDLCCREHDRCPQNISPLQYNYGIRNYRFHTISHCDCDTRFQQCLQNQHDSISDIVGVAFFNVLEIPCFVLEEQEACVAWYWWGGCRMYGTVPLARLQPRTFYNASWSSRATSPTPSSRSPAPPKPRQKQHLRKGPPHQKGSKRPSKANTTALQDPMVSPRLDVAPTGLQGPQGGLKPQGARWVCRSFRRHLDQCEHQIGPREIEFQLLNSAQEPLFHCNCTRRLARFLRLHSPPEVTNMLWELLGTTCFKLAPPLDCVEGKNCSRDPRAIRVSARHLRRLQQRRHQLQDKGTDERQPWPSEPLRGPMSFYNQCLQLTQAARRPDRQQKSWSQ
# DAX1 inh-2 = DAX1 (NR0B1) inhibitors on StAR promoter, primary screen, cell-based, luminescence, SF-1 (NR5A1), full-length DAX-1. inhibition, % at 6.8 µM. HEK293T StAR-luciferase reporter, SF-1/DAX-1 repression relief. AID 652010, 2013. actives 1.1% (n = 370,000);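 active = inhibition above the mean over all tested compounds plus 3 SD, cut at about 3.6% in these data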;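 also: 0% = DAX-1 cells with DMSO and 100% = cells lacking DAX-1 with DMSO; higher inhibition means more luminescence from relief of DAX-1 repression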
# hcDAF12 agonist = H. contortus DAF-12 nuclear receptor activators, primary screen, cell-based, luminescence, HEK293, lit1-tk-luc reporter; HEK293 hcDAF-12 lit1-tk-luc reporter; 0% DMSO, 100% Δ7-dafachronic acid; activation, % at 6.8 µM; actives 1.4% (n = 370,000);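 active = activation above the mean of all tested compounds plus 3 SD, cut at about 5.5% in these data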;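 also: 100% = response to 3 µM Δ7-dafachronic acid high control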
# The depositor's hits bear a star; i = inactive; x = no result given; & = joins results of further samples. Compounds as they come, and some 7% of all compounds hit somewhere here.
SMILES,NR1D1 modulator,PG9 Ab binder,PLCb3 inh,DAX1 inh-1,FXN GAA850 act,SMARCA2 act,ssDAF12 agonist,hgDAF-12 ag,HGIII-sPLA2 inh,DAX1 inh-2,hcDAF12 agonist
CC12CCC(=O)N1c1c(sc3nc(N4CCOCC4)c4c(c13)CCCC4)C(=O)N2 (stereo unspecified),3,-3.3,i,2.1,-0.5,3,-0.9,3.1,-3,-1.9,-2.5
CCOC(=O)C1=C(C)NC(=O)NC1C (stereo unspecified),-2,0.9,2,-0.8,1.2,-1,-1.3,-2.3,8,0.2,-1.1
Cc1cccc(OCC(=O)NC(=S)N2CCCc3ccccc32)c1,16,-2.3,-16,0.7,-1.2,-1,-0.8,-2.6,10,0.0,-0.3
COc1ccc(NS(=O)(=O)c2cc(NC(=O)c3ccc(C)o3)ccc2N2CCCCC2)cc1,2,2.1,-5,-1.1,-0.9,-3,-1.9,-2.6,-1,-0.6,-2.0
Cc1c(Cc2ccccc2)c(=O)oc2cc(OCC(=O)NCC3CCC(C(=O)O)CC3)ccc12 (stereo unspecified),6,2.3,-43,3.5,-1.1,3,-1.1,3.1,2,0.2,-0.3
CCCCNC(=O)c1nc(-c2cccs2)oc1-c1ccc(Cl)cc1,-6,-0.2,-7,x,x,-4,0.9*,3.1,11,-1.1,-0.7
COC(=O)[C@]12CCCCC=C1N(Cc1ccc(OC)cc1)C(=O)[C@@H]2CC(=O)NCc1ccc(OC)c(OC)c1,-7,x,-94,x,x,-2,-0.4,-1.0,-14,-0.8,-3.6
O=c1c2ccccc2ncn1-c1ccc(Cl)cc1,-1&0,1.5&-2.4,-9&-5,0.5,4.0&3.0,2&-2,0.7&-0.3,1.6&3.8,-1&10,-0.1&0.9,2.2&-0.1
O=c1n(Cc2ccccc2)c(O)c2n1Cc1ccccc1N=C2c1ccc(C(F)(F)F)cc1,-10,-0.8,2,x,x,-2,0.6,4.4,-4,-0.3,3.8
CC(C)c1ccc(-c2c(C#N)c(N)nc3c2CCCCC3)cc1,2,2.0,-7,0.0,-2.5,-4,-1.4,-0.9,1,0.9,-1.2
Cc1cc(-c2cn3ccccc3n2)c(C)n1-c1ccccc1,-1,0.2,-60,3.6,6.5,10*,0.3,14*,7,4.6*,5.7*
O=C(NC(=S)Nc1ccc2c(c1)OCCO2)c1ccc(F)cc1Cl,-3,-2.2,1,-1.1,5.2,0,-1.0,1.6,2,0.5,-0.4
CC1(C)CC(=O)C2=C(C1)OC(N)=C(C#N)C21C(=O)N2CCCc3cccc1c32 (stereo unspecified),3,1.3,-1,0.1,0.1,-5,1.0*,-0.8,5,-0.6,0.0
O=S(=O)(c1ccc(F)cc1)N1CCN(CC(O)COCc2cccs2)CC1 (stereo unspecified),3,2.8,-1,-1.1,-0.4,0,-1.1,-2.5,-3,-0.2,-2.0
CC(C)(C)NC(=O)/C(=C\c1ccccc1F)NC(=O)c1ccc([N+](=O)[O-])cc1,-1,-2.8,2,-1.6,0.4,-1,-1.1,-0.6,4,-0.5,0.5
CCCCCOC(=O)C1=C(C)NC(=O)NC1c1ccc2c(c1)OCO2 (stereo unspecified),11,-0.7,-3,-0.3,2.3,-2,-1.0,-2.6,-3,-1.0,-2.5
COCCn1cc(C(=O)N2CCN(C)CC2)c2c3ccccc3n(C)c2c1=O,5,-1.1,-30,0.3,0.7,0,-1.4,-1.4,2,-0.2,0.5
C/C=C1\NC(=O)[C@H](C)NC(=O)[C@@H](NC(=O)[C@H](Cc2ccc(O)cc2)NC(=O)[C@@H](NC(=O)/C(C)=C/C)C(C)C)[C@@H](C)OC(=O)[C@H](CC(C)C)NC(=O)[C@@H](CCC(=O)O)NC1=O,-4,-1.0,0,x,x,-2,0.1,-0.3,2,-0.2,-1.3
CC(C)(C)OC(=O)CNC(=O)c1[nH]cnc1C(=O)Nc1ccc(CNC(=O)OC(C)(C)C)cc1,8,0.6,13*,-4.5,-7.7,-2,-2.0,-5.1,-4,-2.3,-3.9
Cc1cccc(NC(=O)Nc2cccc(F)c2)n1,3,0.8,-2,1.2,4.5,3,-0.2,8.2,-11,-0.2,3.4
Cc1cccc(NC(=O)NCc2ccc3c(c2)OCO3)c1C,1,-0.8,2,-0.7,1.9,0,-1.3,-0.9,2,-0.8,-2.6
CCCCCCCCCCOC(=O)Cn1c(COc2ccccc2)[n+](C)c2ccccc21,-6,-1.2,0,-1.3,-0.1,-7,-1.6,-1.5,-158,-0.4,-1.8
Cc1cc(C)n2ncc(/C(N)=N/OC(=O)Nc3ccc(Cl)cc3)c2n1,4,0.3,-12,x,0.2,-1,-1.3,-0.5,8,0.2,1.1
CCCCc1nnc(NC(=O)CC(=O)Nc2ccccc2C(=O)O)s1,3,-1.7,-7,-1.2,-1.5,-2,-1.1,0.8,-48,-0.1,-0.7
Cc1cc(C)c2c(N)c(C(=O)N/N=C/c3cccs3)sc2n1,80*,2.4,-186,x,0.7,7,0.1,8.3,2,1.1,2.8
CCN(CC)S(=O)(=O)c1cc(NC(=O)Cc2n[nH]c(=O)c3ccccc23)ccc1C,7,0.9,5,-1.7,-1.0,-6,-2.3,-4.4,-11,-2.4,-2.5
CC(O)C(NS(=O)(=O)c1ccc(Cl)cc1)C(=O)OCC(=O)N1CCN(c2ccccc2)CC1 (stereo unspecified),-2,-0.8,3,0.1,0.7,-2,-1.0,-1.2,-9,-0.1,-1.2
Cc1ccc(-c2nc(N)n(C(=O)c3ccco3)n2)cc1,-5,0.3,-3,-0.7,0.7,-3,-1.2,0.9,15,-0.4,0.1
Cc1ccc(CSc2nc3ncccc3[nH]2)cc1,-1,-1.5,0,-1.4,4.4,6,-0.6,13*,0,1.8,3.2
COc1ccc(C(=O)NNC(=O)CSc2ccccc2)cc1,-2,0.5,-1,4.5*,2.2,3,-1.7,-2.3,1,1.1,-0.1

# Single entries from above.
# Result of `O=C(NC(=S)Nc1ccc2c(c1)OCCO2)c1ccc(F)cc1Cl` under PG9 Ab binder: -2.2
# Result of `C/C=C1\NC(=O)[C@H](C)NC(=O)[C@@H](NC(=O)[C@H](Cc2ccc(O)cc2)NC(=O)[C@@H](NC(=O)/C(C)=C/C)C(C)C)[C@@H](C)OC(=O)[C@H](CC(C)C)NC(=O)[C@@H](CCC(=O)O)NC1=O` under PG9 Ab binder: -1.0

# The list continues.
SMILES,NR1D1 modulator,PG9 Ab binder,PLCb3 inh,DAX1 inh-1,FXN GAA850 act,SMARCA2 act,ssDAF12 agonist,hgDAF-12 ag,HGIII-sPLA2 inh,DAX1 inh-2,hcDAF12 agonist
Cc1cc(Br)cc2c(C(=O)NCC3CCCO3)cc(-c3cccs3)nc12 (stereo unspecified),11,7.5,2,-0.3,1.1,-2,-0.6,0.7,7,-0.4,-1.6
Cc1ccc(NC(=S)NC(=O)c2ccccc2)cc1NC(=S)NC(=O)c1ccccc1,21*,5.6,-16,0.9,2.9,3,-0.6,10,3,0.6,6.2*
COc1ccc(OCC(=O)Nc2nnc(-c3ccco3)s2)cc1,-2,1.1,-16,-0.7,4.4,-2,-0.9,1.9,-3,0.6,3.8
CC(C)CN(CC(C)C)C(=S)NC1CCCCC1,1,-1.1,-1,0.3,2.0,-3,-1.2,4.2,11,0.2,-2.7
C=C[C@]1(C)C[C@@H](OC(=O)CSCCN(CC)CC)[C@]2(C)C(C)CC[C@]3(CCC(=O)[C@H]32)[C@@H](C)[C@@H]1O (stereo partly specified),-6&0,0.2&0.5,0&6,-1.0&1.5,-3.9&-6.5,-1&-2,-1.2&-1.1,-3.6&-4.8,6&-7,-0.8&-0.9,-1.1&0.6
CN(C)S(=O)(=O)c1ccc(C(=O)NN2C(=O)NC3(CCCCC3)C2=O)cc1,-3,-0.5,-6,-0.4,-1.1,-3,-0.5,1.5,3,-0.4,-2.7
CC(COc1ccc(C#N)cc1)CN1CCC(C(O)(c2ccccc2)c2ccccc2)CC1 (stereo unspecified),-5,x,3,x,x,-1,-0.8,0.3,-19,0.3,0.4
O=C(CCn1c(=O)oc2ccc(Cl)cc21)NCCCN1CCOCC1,-2,0.0,-3,-0.1,-1.4,-3,-1.0,0.8,5,-0.2,0.2
Cc1ccc(NC(=O)CSc2nc(CSc3ccc(C)cc3)cc(=O)[nH]2)cc1,1,0.9,1,1.1,-0.4,2,-1.3,-1.1,-30,0.0,0.9
O=C(N/N=C/c1cccnc1)C12CC3CC(CC(C3)C1)C2,-2,-0.1,5,-0.2,1.8,-1,-1.2,2.3,-2,-1.1,1.1
NC(=O)NC(CC(=O)NCc1ccc2c(c1)OCO2)c1ccccc1Cl (stereo unspecified),0,-1.6,-7,-1.2,2.1,-3,-0.6,1.0,3,-0.1,2.6
CCOC(=O)C1CCN(S(=O)(=O)c2ccc(CNC(=O)c3ccccc3)s2)CC1,4,-3.0,-5,1.0,0.8,4,-1.4,-2.5,-8,-0.2,-1.5
CCc1nc2ccc(C(=O)N(CC)CC(=O)Nc3c(F)cccc3F)cc2nc1CC,-5,0.8,-4,2.1,0.1,-1,-1.0,-0.7,-2,0.5,-0.7
N/C(=N\OC(=O)c1ccco1)c1ccc(Br)cc1,-2,0.5,5,1.8,0.1,2,0.7,9.8,8,4.7*,3.5
O=C(NC(CO)(CO)CO)c1coc(=O)c(Br)c1,-1,-0.1,-45,0.7,2.6,0,0.0,-0.2,5,-0.3,0.1
O=C(C1=C(O)C(=O)N(CC2CCCO2)C1c1ccc(Cl)cc1)c1ccco1 (stereo unspecified),-8,3.6,-8,0.0,1.4,-3,-0.7,2.1,-3,-0.3,0.2

# Another view of part of the listing above.
molecule	NR1D1 modulator	PG9 Ab binder	PLCb3 inh	DAX1 inh-1	FXN GAA850 act	SMARCA2 act	ssDAF12 agonist	hgDAF-12 ag	HGIII-sPLA2 inh	DAX1 inh-2	hcDAF12 agonist
O=C(N/N=C/c1cccnc1)C12CC3CC(CC(C3)C1)C2	-2	-0.1	5	-0.2	1.8	-1	-1.2	2.3	-2	-1.1	1.1
NC(=O)NC(CC(=O)NCc1ccc2c(c1)OCO2)c1ccccc1Cl (stereo unspecified)	0	-1.6	-7	-1.2	2.1	-3	-0.6	1.0	3	-0.1	2.6
CCOC(=O)C1CCN(S(=O)(=O)c2ccc(CNC(=O)c3ccccc3)s2)CC1	4	-3.0	-5	1.0	0.8	4	-1.4	-2.5	-8	-0.2	-1.5
